HttQ103 aggreg = qHTS Multiplex Assay to Identify Dual Action Probes in a Cell Model of Huntington: Aggregate Formation (GFP); PC12 HttQ103-GFP aggregates, Acumen cytometry, 40 h; Potency, µM (doses to about 46.1 µM), without a hit: top-dose activity change, negative = inhibition, actives largely listed as inhibitors; 220,000 compounds, 1.1% hits; also: potency is read from the fitted curve at half-maximal effect; % is scaled to controls: 0 for no effect and ±100 for the full control effect; nearly all actives have a fitted effect of over 60% in size
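Using laser scanning cytometry, GFP-positive aggregates were counted after lysis of PC12 cells induced with 100 nM tebufenozide to express HTT exon 1 Q103–GFP. Compounds were tested in titration.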
IMPase Li inh = qHTS Assay for Identifying the Cell-Membrane Permeable IMPase Inhibitors: Potentiation with Lithium | CHO-M1 cells, IP1 TR-FRET (IP-One), carbachol + lithium | Potency, µM (series often up to 59.4 µM), inactives show at the top dose activity, negative = IMPase inhibition, most hits filed as inhibitors | AID 1457, 2008 | 210,000 compounds, 0.35% hits;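 also: IP1 builds up when IMPase is blocked and the TR-FRET signal falls; potency is read from the fitted curve at half-maximal effect; plate controls were basal vehicle for no effect and high inhibitor control for full effect; nearly all actives have a fitted effect of over 50% in size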
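Lithium-sensitised IP1 accumulation assay; M1-expressing CHO cells treated 30 min at 37C with compound. Competitive antibody detection by time-resolved FRET followed a 10 min room-temperature lysis step.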
Luc counter = Counterscreen for Luciferase (Kinase-Glo TM) Inhibition. Luciferin 4-monooxygenase (Photuris pensylvanica), Q27757. Kinase-Glo luciferase, ATP luminescence, 8 min. Potency, µM (titrated, usually from 38.3 µM), for inactives: at the top dose activity change, negative = inhibition, most hits filed as inhibitors. 200,000 compounds, 0.28% hits; also: potency is read from the fitted curve at half-maximal effect; % is scaled to controls: 0 for no effect and ±100 for the full control effect; nearly all actives have a fitted effect of over 60% in size
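Inhibition of Kinase-Glo luciferase light generation was assessed at 10 uM ATP in pH 7.2 imidazole buffer, with luminescence measured after eight minutes at ambient temperature.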
NPSR antagonist = qHTS Assay for Antagonists of the Neuropeptide S Receptor: cAMP Signal Transduction. Q6W5P4. CHO-NPSR cells, cAMP TR-FRET, antagonist mode. Potency, µM (series often up to 38.3 µM), for the others: at the highest dose activity change, negative = inhibition, most hits filed as inhibitors. 220,000 compounds, 1% hits; also: potency is read from the fitted curve at half-maximal effect; % is scaled to controls: 0 for no effect and ±100 for the full control effect; nearly all actives have a fitted effect of over 50% in size; many of its hits are not listed in these tables
Target sequence (Q6W5P4 whole entry, looked up): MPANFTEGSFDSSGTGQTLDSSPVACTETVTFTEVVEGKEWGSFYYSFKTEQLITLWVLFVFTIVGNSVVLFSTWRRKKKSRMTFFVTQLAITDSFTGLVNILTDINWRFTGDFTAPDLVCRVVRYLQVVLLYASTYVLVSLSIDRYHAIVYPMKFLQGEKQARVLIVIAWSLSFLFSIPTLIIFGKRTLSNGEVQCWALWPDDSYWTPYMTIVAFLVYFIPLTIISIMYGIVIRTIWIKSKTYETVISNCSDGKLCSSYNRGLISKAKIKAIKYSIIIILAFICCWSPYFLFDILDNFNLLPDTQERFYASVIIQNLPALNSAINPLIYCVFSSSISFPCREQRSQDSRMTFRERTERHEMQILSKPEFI
CBFb RUNX1 block = qHTS Assay for Compounds Blocking the Interaction Between CBF-beta and RUNX1 for the Treatment of Acute Myeloid Leukemia; AlphaScreen CBFb-His/RUNX1-biotin binding, biochemical; 230,000 tested, under 10 active; Potency, µM (top dose mostly 59.8 µM), for the others: at the highest dose activity, negative = inhibition, most hits filed as inhibitors; also: % of control where 0% means no effect
Target sequence (Q01196 whole entry, looked up): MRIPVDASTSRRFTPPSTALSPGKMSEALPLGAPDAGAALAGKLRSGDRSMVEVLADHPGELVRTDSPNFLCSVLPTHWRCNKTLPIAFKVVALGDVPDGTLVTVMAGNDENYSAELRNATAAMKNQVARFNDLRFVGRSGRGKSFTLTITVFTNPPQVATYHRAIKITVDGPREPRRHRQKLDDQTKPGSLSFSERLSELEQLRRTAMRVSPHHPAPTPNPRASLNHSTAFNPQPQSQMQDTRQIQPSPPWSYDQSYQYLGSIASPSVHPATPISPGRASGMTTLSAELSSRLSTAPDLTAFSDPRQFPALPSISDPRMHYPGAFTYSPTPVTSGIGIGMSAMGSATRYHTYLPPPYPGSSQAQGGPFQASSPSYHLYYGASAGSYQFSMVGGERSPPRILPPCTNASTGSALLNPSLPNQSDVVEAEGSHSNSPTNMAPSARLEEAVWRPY
Target sequence (Q13951 whole entry, looked up): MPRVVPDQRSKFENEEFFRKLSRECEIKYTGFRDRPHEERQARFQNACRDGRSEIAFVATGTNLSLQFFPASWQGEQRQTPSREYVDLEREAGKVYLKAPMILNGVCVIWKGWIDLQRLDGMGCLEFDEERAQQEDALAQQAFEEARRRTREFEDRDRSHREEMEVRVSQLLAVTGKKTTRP
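Bead-based AlphaScreen assay; binding partners His-tagged CBF-beta and biotinylated RUNX1 at 30 nM each. Compound exposure 15 min after a 20-min protein preincubation; bead step 90 min; all steps at room temperature.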
Epigenetic derep = Quantitative High-Throughput Screen for Regulators of Epigenetic Control. Potency, µM (highest dose often 53.9 µM), inactives show at the highest dose GFP activation, actives largely listed as activators. murine LDR cells, GFP reporter derepression, 30 h. 280,000 compounds, 0.2% hits. AID 1865, 2009; also: potency is read from the fitted curve at half-maximal effect; % of control where 0% means no effect; nearly all actives have a fitted effect of over 60% in size
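Derepression of a silenced CMV-GFP reporter in murine LDR cells is scored by enumerating GFP-positive cells with a laser-scanning microplate cytometer after 30 hours of treatment at 37 C.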
L3MBTL1 inh = qHTS Assay for the Inhibitors of L3MBTL1 | AlphaScreen L3MBTL1–H3K9me1 peptide binding | 230,000 compounds, 0.66% hits | Potency, µM (doses to about 57.1 µM), for the others: at the highest dose activity, negative = inhibition, hits mostly inhibitors | Lethal(3)malignant brain tumor-like protein 1 (Homo sapiens), Q9Y468 | AID 485360, 2010; also: potency is read from the fitted curve at half-maximal effect; % is scaled to controls: 0 for no effect and ±100 for the full control effect; nearly all actives have a fitted effect of over 60% in size
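L3MBTL1 (50 nM) pre-complexed 30 min with biotinylated H3(1-15)K9me1 peptide (75 nM), then compounds added for 30 min at room temperature; AlphaScreen streptavidin donor/nickel chelate acceptor beads (10 ug/mL final) read after 30 min dark incubation.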
Active calls of the source: *; ? = inconclusive; / = no result given; & = joins results of further samples; [ ] = remark or other dose. Calls follow the shape of the dose curve; as a rule, active = well fitted curve in the direction sought with a large enough effect; inconclusive = small, poorly fitted or top-dose-only effect, or another doubt; inactive = no such curve, though single readings can be large; an effect the other way counts as inactive or inconclusive. The list is partial; count on the stated rates, not on these rows.

SMILES | HttQ103 aggreg | IMPase Li inh | Luc counter | NPSR antagonist | CBFb RUNX1 block | Epigenetic derep | L3MBTL1 inh
CCOC(=O)c1c(C)[nH]c(C(=O)OCC(=O)N(C)C2CCS(=O)(=O)C2)c1C (stereo unspecified) | 4% | 12%[38.3 µM] | -3% | -4%[46.1 µM] | 4% | 2.0% | /
Cc1ccc(/C=[N+](/C)[O-])cc1 | -2% | -3% | -2% | 16% | -4% | -0.1% | 11%
N[C@H](C(=O)O)c1cc(O)cc(O)c1 | / | 14%&-13%&7%&-1% | -3%&-2%&2% | ? | 9% | -1.2%&3.2%&-2.6%&1.1% | /
COCCn1c(N2CCN(c3ccc(OC)cc3)CC2)nc2c1c(=O)[nH]c(=O)n2C | 6% | / | / | 0%[46.1 µM] | 2% | -9.0% | 6%
Cn1c(Cn2c(=O)sc3ccccc32)nnc1SCC(=O)N1CCCCCC1 | -4% | 10% | 0% | -4%[46.1 µM] | 0% | 0.0% | 27%
CC12CCC(C(=O)n3c1nc1ccccc13)C2(C)C (stereo unspecified) | 9% | -6%[38.3 µM] | -7% | -11%[46.1 µM] | -4% | 0.0% | -2%
O=C(NCCCc1nc2ccccc2[nH]1)c1ccc(F)cc1 | ? | 0% | -1% | 6% | 11% | -1.3% | 10%
Cc1nnc(N(C(=O)c2cnccn2)c2ccccc2)s1 | -13% | 0%[38.3 µM] | -2% | 12%[46.1 µM] | 1% | 0.0% | 2%
Cc1cc(=O)n2nc(N3CCCC(C(=O)N4CCN(C)CC4)C3)sc2n1 (stereo unspecified) | -1% | 9% | 2% | -4%[46.1 µM] | -7% | -0.8% | 4%
Cc1ccc(Nc2nc(N)c([N+](=O)[O-])c(NCc3ccccc3)n2)cc1 | -14%[9.22 µM] | / | / | -29% | -11% | 14% | -11%
NC(=S)Cc1ccccc1Cl | 2%[9.22 µM] | / | / | -18% | 6% | 0.0% | 9%
COc1cccc(-n2c(SCC(=O)Nc3nccs3)nnc2-c2ccoc2C)c1 | -10% | 10% | -1% | -1%[46.1 µM] | -7% | 0.1% | ?
OC(Cn1cncn1)(c1ccccc1)c1ccccc1 | -25% | 14%[38.3 µM] | -5% | -5%[46.1 µM] | 3% | -1.0% | /
CC1(C)CC(NC(=O)Cc2ccccc2[N+](=O)[O-])CC(C)(C)N1 | -5% | -17% | 2% | 8% | 1% | 0.0% | 9%
Cc1ccc(Cn2c(SCC(C)C)nc3c2c(=O)[nH]c(=O)n3C)cc1 | 7% | -3%[38.3 µM] | 0% | 2%[46.1 µM] | 2% | 0.8% | -1%
CCN(CC)C(=O)C(C)N(C#N)c1nc(C)cc(C)n1 (stereo unspecified) | ? | / | / | -18%[46.1 µM] | 2% | 0.1% | 2%
O=C(CN1C(=O)NC2(CCCCCC2)C1=O)NCc1cccs1 | -1% | 2% | 2% | 9% | -2% | -1.8% | 7%
OC1(c2ccc3c(c2)OCO3)CCN(Cc2ccc(F)cc2)CC1 | -19%[9.22 µM] | / | / | 19% | 11% | -1.1% | /
Oc1ccc(C(=S)N2CCCCCC2)cc1 | 25% | 0%[38.3 µM] | 3% | -1%[46.1 µM] | -2% | -0.3% | 0%
Cc1ccc(C2(c3ccc(C)cc3)CC2C(=O)NCc2cccnc2)cc1 (stereo unspecified) | 11%[9.22 µM] | 2% | 1% | -16% | -1% | -2.7% | 4%
O=C(Nc1ccc(S(=O)(=O)N2CCCC2)cc1)C1CC(=O)N(c2ccccc2)C1 (stereo unspecified) | -10% | 5% | -3% | -11% | -2% | 2.1% | -17%
COCCNc1nc2nonc2nc1N1CCCC1c1nccs1 (stereo unspecified) | 14%[9.22 µM] | 7% | -1% | -8% | 3% | -0.9% | 9%
COC(=O)CSc1nnc(CSc2nc(C)cc(C)n2)o1 | 7% | -5% | 1% | 10% | 17% | -7.3% | -5%
CC(C)NC(=S)N1CCN(c2ncccn2)CC1 | -2% | 3% | -6% | -4% | 1% | 2.0% | 3%
Cc1ccc(CSc2nccc(-c3c(C)nc4ccccn34)n2)cc1 | -26%[9.22 µM] | / | / | 46% | 7% | -0.3% | 6%

Next section, overlapping the part above by 3 compounds.
SMILES | HttQ103 aggreg | IMPase Li inh | Luc counter | NPSR antagonist | CBFb RUNX1 block | Epigenetic derep | L3MBTL1 inh
COC(=O)CSc1nnc(CSc2nc(C)cc(C)n2)o1 | 7% | -5% | 1% | 10% | 17% | -7.3% | -5%
CC(C)NC(=S)N1CCN(c2ncccn2)CC1 | -2% | 3% | -6% | -4% | 1% | 2.0% | 3%
Cc1ccc(CSc2nccc(-c3c(C)nc4ccccn34)n2)cc1 | -26%[9.22 µM] | / | / | 46% | 7% | -0.3% | 6%
CC(=O)CCn1cc([N+](=O)[O-])nc1C | -5%[9.22 µM] | / | / | -15% | -3% | 0.1% | -14%
COc1ccc(OCC(=O)NNC(=O)c2cccs2)cc1 | 26% | -8%[38.3 µM] | -1% | -3%[46.1 µM] | -2% | 0.0% | 9%
Cc1ccc(-c2cc(-c3c(C)nn(C)c(=O)c3N)[nH]n2)cc1 | -11%[9.22 µM] | / | / | 18% | 1% | 0.1% | 0%
CCC1(Cc2ccccc2)NC(=O)c2ccccc2O1 (stereo unspecified) | -3% | 3% | 2% | 9% | -16% | -2.2% | 18%
CC(=O)N/C(=C\c1ccccc1)C(=O)OCC(=O)N(C)C1CCCCC1 | -10% | -4% | 0% | -7%[46.1 µM] | -1% | 0.0% | 1%
COc1cc(OC)cc(-c2cc(N)n(S(=O)(=O)c3cccc4nsnc34)n2)c1 | -14%[9.22 µM] | / | / | -59% | -22% | 0.1% | /
c1ccc(Oc2ccc(-c3ccnc4nc(N5CCOCC5)nn34)cc2)cc1 | -11%[9.22 µM] | 1% | 1% | -47% | 13% | 1.1% | 14%
CCN(CC)CCCNC(=O)Cn1ncc2c(=O)oc3ccc(C)cc3c21 | 5% | 2%[38.3 µM] | -3% | 6%[46.1 µM] | -1% | 1.3% | /
Clc1ccccc1C1CC(c2ccccc2)=Nc2ccccc2N1 (stereo unspecified) | -14%[9.22 µM] | / | / | 19%[7.67 µM] | -9% | 0.0% | -25%
Cc1ccc2nc(-c3ccc(NC(=S)NC(=O)CC(C)C)cc3)sc2c1 | 14% | 11%[38.3 µM] | 13% | -9%[46.1 µM] | -4% | -0.9% | /
COC(=O)c1ccc(NC(=O)Cn2cnc3c(nnn3-c3cccc(OC)c3)c2=O)cc1 | -3%[9.22 µM] | 4% | / | -19% | 7% | 1.1% | 3%
Clc1ccc(CO/N=C/c2c(-c3ccccc3)nc3n2CCS3)c(Cl)c1 | -17% | 20%[38.3 µM] | -1% | ? | -10% | 1.0% | -19%
O=C(CSc1nc2c(c(=O)n1-c1ccccc1)SCC2)N1CCN(c2ccccc2)CC1 | -9% | 0% | 5% | -11% | -8% | 0.0% | -2%
O=C(O)CCCC(=O)Nc1ccn(-c2ccccc2)n1 | -17% | -8%[38.3 µM] | -4% | 4%[46.1 µM] | 6% | 0.0% | 3%
Cc1ccc(S(=O)(=O)N2CCN(C(=O)CSc3ncc(C(F)(F)F)cc3Cl)CC2)cc1 | ? | 18%[38.3 µM] | 3% | ? | 12% | -1.0% | -9%
O=C(c1ccc(Cl)cc1)C1CCN(C(=O)N2CCOCC2)CC1 | 3%[9.22 µM] | 4%[38.3 µM] | 0% | -4%[46.1 µM] | -5% | -1.2% | 8%
COc1ccc(OCCOCCN2CCOCC2)cc1 | 4%[9.22 µM] | 19%[38.3 µM] | -1% | 8%[46.1 µM] | 1% | 2.8% | /
CN(c1ncc(C(F)(F)F)cc1Cl)n1cc(C(N)=O)c2ccccc2c1=O | 8%[9.22 µM] | 3%[38.3 µM] | 3% | -9%[46.1 µM] | -1% | 0.0% | /
O=C(NCCN1C(=O)S/C(=C\c2ccc(Cl)cc2)C1=O)c1ccc(F)c(S(=O)(=O)N2CCOCC2)c1 | 20% | 15% | 1% | 2% | 2% | 3.4% | -11%
CN(C)c1ccc(/C=N/NC(=O)C(O)c2ccc(Br)cc2)cc1 (stereo unspecified) | / | 4% | -2% | -15% | -4% | 0.0% | -15%
Cc1c(Cl)ccc2c1NC(=O)C21NC(CCC(N)=O)[C@H]2C(=O)N(c3ccc(Cl)cc3)C(=O)[C@H]21 (stereo partly specified) | 7% | -2%[38.3 µM] | 1% | -4%[46.1 µM] | -2% | 0.0% | -10%
CCC(=O)Nc1ccc(C(=O)N2CCN(C(=O)c3ccco3)CC2)cc1 | 6%[9.22 µM] | -1% | 2% | 1% | 9% | -1.9%[10.1 µM] | -3%
Cc1cc(=O)oc2cc(OCC(=O)Nc3nnc(CC(C)C)s3)ccc12 | 20% | 6%[38.3 µM] | 1% | -6%[46.1 µM] | 1% | 0.8% | 4%
COc1ccc(Nc2ccc(N3C(=O)CC(C)C3=O)cc2[N+](=O)[O-])cn1 (stereo unspecified) | -13% | 7% | 2% | -3% | 9% | -0.1% | /
CC(C)(C)C(=O)CSc1nnc(Nc2ccccc2)s1 | -5% | -6% | 1% | 9% | 5% | 6.2% | /

Retrieved by structure from the list above (two):
SMILES | HttQ103 aggreg | IMPase Li inh | Luc counter | NPSR antagonist | CBFb RUNX1 block | Epigenetic derep | L3MBTL1 inh
COCCNc1nc2nonc2nc1N1CCCC1c1nccs1 (stereo unspecified) | 14%[9.22 µM] | 7% | -1% | -8% | 3% | -0.9% | 9%
COc1cccc(-n2c(SCC(=O)Nc3nccs3)nnc2-c2ccoc2C)c1 | -10% | 10% | -1% | -1%[46.1 µM] | -7% | 0.1% | ?

Record cards, as listed above:
Cc1c(Cl)ccc2c1NC(=O)C21NC(CCC(N)=O)[C@H]2C(=O)N(c3ccc(Cl)cc3)C(=O)[C@H]21 (stereo partly specified) in the list: HttQ103 aggreg = 7%; IMPase Li inh = -2%[38.3 µM]; Luc counter = 1%; NPSR antagonist = -4%[46.1 µM]; CBFb RUNX1 block = -2%; Epigenetic derep = 0.0%; L3MBTL1 inh = -10%
COC(=O)c1ccc(NC(=O)Cn2cnc3c(nnn3-c3cccc(OC)c3)c2=O)cc1 in the list: HttQ103 aggreg = -3%[9.22 µM]; IMPase Li inh = 4%; Luc counter = /; NPSR antagonist = -19%; CBFb RUNX1 block = 7%; Epigenetic derep = 1.1%; L3MBTL1 inh = 3%

Screening results as filed in PubChem BioAssay.
